# ARFGAP1 inh: inhibitors of rat ARFGAP1 | inhibition, % at 16.5 µM | 0.26% of 360,000 active | Arfgap1-stimulated ARF1 GTP hydrolysis, GDP FP detection | AID 651572;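 active = inhibition above a per-plate limit, mean inhibition of low control wells plus 3 SD, cut at about 25% in these data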;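 note: 0% = DMSO wells with enzyme and 100% = wells lacking Arfgap1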
# Target sequence (Q62848 1-136 limits assumed): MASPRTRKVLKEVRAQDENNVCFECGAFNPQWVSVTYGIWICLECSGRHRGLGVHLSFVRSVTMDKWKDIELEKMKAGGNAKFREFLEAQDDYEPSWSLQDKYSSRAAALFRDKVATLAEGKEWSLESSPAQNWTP
#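 Assay system: purified rat His6-Arfgap1 residues 1-136 (GAP domain); Reagent: human Δ17 ARF1 bound to GTP; Dosing: 16.5 µM single point, 1.26% DMSO; Times: GTP hydrolysis reaction 2 h at 25 °C; Signal: FP, GDP Alexa 633 tracer displaced from anti-GDP antibody, 620/688 nm; Measure: % inhibition from polarization.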
# DDE Tn7 FP inh: disrupts Tn7 cyclic peptide binding to fibrin D-Dimer-E complex; FP displacement of FITC-Tn7 peptide from fibrin DD(E); 0% = median of compound wells per plate; inhibition, % at 8.3 µM; 0.13% of 370,000 active; P02675; AID 720508;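 active = inhibition above the mean of compounds falling within the control limits plus 3 SD of them, cut at about 14% in these data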;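 note: 0% = plate median of compound wells and 100% = 10 µM Aha-Tn7 peptide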
#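 system = human fibrin DD(E) protein | quantity = DD(E) 2 µM final | medium = Tris/NaCl/CaCl2 buffer, pH 7.8 | also added = labelled Tn7 tracer, 0.1 µM | compound dosing = single point at 8.3 µM | timing = compound with protein 10 min, then 3 h after probe, room temperature | signal = FP measurement | benchmarks = Aha-Tn7 high control | repeats = one replicate per compound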
# UHRF1 binding: human UHRF1 methylated DNA binding inhibitors; AID 687016; inhibition, % at 4.4 µM; UHRF1 binding to methylated oligo, TR-FRET; 0.75% of 370,000 active; Q96T88; in the data active = inhibition above about 21%;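 note: UHRF1 SRA domain binding a hemimethylated CpG hairpin DNA probe; 0% = median of test compound wells and 100% = reference inhibitor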
# HGIII-sPLA2 inh: Blocks human group III sPLA2 activity. inhibition, % at 12.2 µM. 0.56% of 370,000 active. QFRET BODIPY PC-A2 liposome hydrolysis, fluorescence. AID 743126. Q9NZ20;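 active = inhibition above mean plus 3 SD of compounds lying within the high and low control bounds, cut at about 19% in these data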;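 note: 0% = median of test compound wells and 100% = no enzyme DMSO wells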
# Target sequence (Q9NZ20 whole entry, looked up): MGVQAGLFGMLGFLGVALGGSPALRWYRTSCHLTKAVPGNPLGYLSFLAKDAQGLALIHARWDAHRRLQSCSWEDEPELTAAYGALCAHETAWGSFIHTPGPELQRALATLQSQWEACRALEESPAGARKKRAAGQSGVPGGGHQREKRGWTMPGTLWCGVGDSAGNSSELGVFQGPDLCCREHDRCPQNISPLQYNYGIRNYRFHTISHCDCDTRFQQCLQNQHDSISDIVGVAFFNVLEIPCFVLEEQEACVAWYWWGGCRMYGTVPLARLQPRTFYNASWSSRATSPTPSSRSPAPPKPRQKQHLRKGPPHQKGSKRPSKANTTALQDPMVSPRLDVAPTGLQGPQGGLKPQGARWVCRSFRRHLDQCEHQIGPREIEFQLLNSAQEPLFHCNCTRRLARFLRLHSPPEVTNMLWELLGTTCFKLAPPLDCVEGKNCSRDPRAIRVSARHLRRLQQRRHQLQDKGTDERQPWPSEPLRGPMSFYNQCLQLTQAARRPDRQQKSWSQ
# PLCb3 inh: PLC-beta3 (human) inhibition, primary screen; inhibition, % at 12.2 µM; 0.18% of 370,000 active; AID 720704; Purified PLC-beta3, fluorogenic substrate, fluorescence; in the data active = inhibition above about 11%;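 note: 0% = median of compound wells on plate and 100% = full blocker control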
# DDE Tn6 FP inh: disrupts Tn6 cyclic peptide binding to fibrin D-Dimer-E complex. Fibrin DD(E) TRITC-Tn6 fluorescence polarization displacement. P02675. 0.21% of 370,000 active. inhibition, % at 8.3 µM;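 active = inhibition above a per-campaign cutoff: mean of compounds within control limits plus 3 SD, cut at about 15% in these data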;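 note: 0% = median of all compound wells on the plate and 100% = blocking peptide control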
# KLK7 zymogen act: activates the human kallikrein-7 zymogen; purified proKLK7, EDANS-DABCYL substrate fluorescence; 100% is mature enzyme control, 0% vehicle; 0.9% of 370,000 active; activation, % at 7 µM; P49862;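 active = activation above the mean of all tested compounds plus 3 SD, computed per campaign excluding outliers beyond control limits, cut at about 13% in these data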
# ASAP1 GAP inh: inhibitors of human ASAP1 ArfGAP activity | inhibition, % at 16.5 µM | 0.19% of 360,000 active | AID 624377 | Q9ULH1 | ASAP1-stimulated ARF1 GTP hydrolysis, GDP FP detection; in the data active = inhibition above about 25%;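 note: 0% = vehicle with enzyme and substrate and 100% = no enzyme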
# Target sequence (Q9ULH1 325-724 limits assumed): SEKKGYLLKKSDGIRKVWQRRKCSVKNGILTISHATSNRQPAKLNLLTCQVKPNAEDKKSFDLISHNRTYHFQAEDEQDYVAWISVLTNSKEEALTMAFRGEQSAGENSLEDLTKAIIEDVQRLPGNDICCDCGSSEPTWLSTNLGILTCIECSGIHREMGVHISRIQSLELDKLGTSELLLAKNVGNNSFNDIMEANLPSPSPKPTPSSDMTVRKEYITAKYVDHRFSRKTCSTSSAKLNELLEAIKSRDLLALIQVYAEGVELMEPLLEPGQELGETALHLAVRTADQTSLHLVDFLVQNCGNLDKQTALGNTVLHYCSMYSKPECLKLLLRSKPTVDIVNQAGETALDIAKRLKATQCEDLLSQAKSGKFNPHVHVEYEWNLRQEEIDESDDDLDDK
# PLC-gamma1 inh: PLC-gamma1 (human) inhibition, primary screen. 0.84% of 370,000 active. purified PLC-gamma1, fluorogenic substrate, fluorescence. inhibition, % at 12.2 µM. P19174. AID 720700; in the data active = inhibition above about 9.5%
# NR1D1 modulator: modulates human Rev-erb alpha binding to DNA; activity, % at 10 µM; Rev-erbα–FITC-DNA binding, fluorescence polarization, 90 min; 0.79% of 370,000 active;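 active = activity above about 14%, limit read from the data; passing the limit was not always enough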;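 note: 0% = DMSO wells with 35 nM protein and 100% = DMSO wells with 750 nM protein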
# * marks the source's active call; other numbers are inactive results; i = inactive; nt = no result given. Not a hit list (roughly 4.5% active in at least one column).
SMILES,ARFGAP1 inh,DDE Tn7 FP inh,UHRF1 binding,HGIII-sPLA2 inh,PLCb3 inh,DDE Tn6 FP inh,KLK7 zymogen act,ASAP1 GAP inh,PLC-gamma1 inh,NR1D1 modulator
O=C(NCC1CCN(Cc2ccccc2Cl)CC1)Nc1ccccc1F,2,0,1,-8,-1,0,-0.3,4,-1,9
CCOc1ccc(-n2c(=O)c3c4c(sc3n(CC(=O)NCC3CCCO3)c2=O)CCC4)cc1 (configuration not stated),11,-1,-2,-3,-3,1,-0.1,5,2,-2
CC(C)NC(=O)c1ccc(Cl)cc1Cl,10,-7,8,12,-2,1,-0.2,-5,7,-1
CC1CCCCC12NC(=O)N(CC(=O)NC(=O)Nc1ccc3c(c1)OCCO3)C2=O (configuration not stated),7,0,3,2,3,-7,0.2,13,4,-6
Cc1cc(C)cc(NC(=O)c2ccc(CNc3c(N4CCOCC4)c(=O)c3=O)cc2)c1,6,2,-1,-4,-6,1,0.6,12,-3,-5
CC(=O)N1CCN(C2=NC(=O)/C(=C/c3ccc(OS(=O)(=O)c4ccccc4)cc3)S2)CC1,7,6,-1,-2,-10,-10,-0.2,-3,1,-6
CCOC(=O)c1c(NC(=O)C2CCCCC2C(=O)O)sc2c1CCCCC2 (configuration not stated),-11,1,-1,-14,-6,-4,0.3,4,-5,-4
Cc1ccc2c(c1)c(CC(=O)Nc1ccc(C)c(F)c1)c(C(=O)O)n2C,2,-3,4,-37,-3,5,-0.7,9,-1,3
COc1ccc(O)c(/C=N/NC(=O)c2cc(=O)[nH]c3ccccc23)c1,1,2,-4,-7,-14,6,-0.4,7,-6,-10
O=C(CSc1nnnn1-c1ccc(O)cc1)c1ccc(F)cc1,-4,-1,0,-47,-4,-3,0.0,2,3,-2
COCc1cc(=O)n2[nH]c(C)cc2n1,-14,0,0,5,-11,0,-1.1,-8,-13,-7
COC(=O)C1(Cc2ccc(O)c(CC3OC3(C)C)c2)OC(=O)C(O)=C1c1ccc(O)cc1 (configuration not stated),18,-1,9,-63,-8,-6,-0.6,2,-2,1
NC(=O)c1ccc(NC(=O)COC(=O)c2cc3ccccc3cc2O)cc1,13,0,0,1,-87,1,2.0,11,-69,-2
Nc1[nH]c(C(=O)c2ccccc2)c(-c2ccc(Cl)cc2Cl)c1C(=O)c1cccs1,nt,0,0,5,-9,4,nt,nt,-6,-2
O=C(O)C1C2CCCCC2=C2CCCCC2C1C(=O)O (configuration not stated),1,-3,0,-4,-9,0,-0.8,3,-8,3
CCN(CC(=O)NCc1cccs1)C(=O)c1cccc(S(=O)(=O)Nc2ccc(F)cc2)c1,0,1,7,-5,-1,4,0.2,-1,-1,6
Oc1ccc(C23CCCC2C2(CCCC2)c2ccc(O)cc2O3)c(O)c1 (configuration not stated),15,0,-1,-31,-3,5,0.1,9,-3,5
Cc1ccccc1NC(=O)C1c2ccccc2Oc2ccccc21,9,5,0,7,2,5,-0.7,3,2,-5
CCCCCn1c(=O)[nH]c2cc(C(=O)NCCCN(CC)CC)ccc2c1=O,8,-4,3,-4,-138,1,-9.4,19,-110,0
COC(=O)CCC(=O)Nc1cc(S(=O)(=O)Nc2ccc(Cl)cc2)ccc1N1CCOCC1,2,11,4,2,-4,12,0.0,1,1,0
COc1ccc2[nH]c3c(c2c1)CCN1C(=O)C(CC(=O)NCCCN(C)C)C[C@H](C(=O)N(C(C)C)C(C)C)[C@@]31C (some centres not stated),14,3,-2,-5,1,1,0.5,-11,-2,-3
Cc1ccc(NC(=S)Nc2cccnc2)c(S(=O)(=O)N2CCCCC2)c1,7,-6,-3,-4,-2,-7,0.0,-4,3,-1
CC(C)(C)NC(=O)COc1ccc(CNn2nnnc2N)cc1,-9,5,2,0,1,6,0.3,-9,1,-3
NC(=O)c1c(NC(=O)c2ccncc2)sc2c1CCCC2,10,-3,-3,0,-36,-7,0.3,-14,-31,4

# Exported with bars between the fields: entries from further up
compound | ARFGAP1 inh | DDE Tn7 FP inh | UHRF1 binding | HGIII-sPLA2 inh | PLCb3 inh | DDE Tn6 FP inh | KLK7 zymogen act | ASAP1 GAP inh | PLC-gamma1 inh | NR1D1 modulator
Oc1ccc(C23CCCC2C2(CCCC2)c2ccc(O)cc2O3)c(O)c1 (configuration not stated) | 15 | 0 | -1 | -31 | -3 | 5 | 0.1 | 9 | -3 | 5
NC(=O)c1c(NC(=O)c2ccncc2)sc2c1CCCC2 | 10 | -3 | -3 | 0 | -36 | -7 | 0.3 | -14 | -31 | 4

# Additional entries follow.
SMILES,ARFGAP1 inh,DDE Tn7 FP inh,UHRF1 binding,HGIII-sPLA2 inh,PLCb3 inh,DDE Tn6 FP inh,KLK7 zymogen act,ASAP1 GAP inh,PLC-gamma1 inh,NR1D1 modulator
CCc1ccccc1N(CC(=O)N1CCc2ccccc2C1)S(C)(=O)=O,-4,-5,7,10,-8,-15,0.5,8,0,3
C[C@H](NC(=O)c1ccccc1)C(=O)OCC(=O)Nc1ccc(Cl)cn1,-9,0,2,-2,3,-8,0.7,-21,-2,2
O=c1[nH]c(-c2ccccc2)c(-c2ccccc2)o1,8,1,-2,0,-7,-3,-0.5,-22,2,-3
CCOC(=O)C1CCN(C(=O)Nc2cccc(OC)c2)CC1,-4,-6,-2,0,-4,4,-0.6,1,1,7
COc1cc(OC)cc(N(C(=O)CNC(=O)c2cccs2)C(C(=O)NCC2CCCO2)c2ccc(OC)c(OC)c2)c1 (configuration not stated),0,-3,-3,-2,2,-2,0.5,3,0,-5
Cc1ccc2nc(NCC(=O)NN)nc(-c3ccccc3)c2c1,-6,0,5,-7,i,-2,4.6,-8,-496,6
COc1cccc2sc3cc(NCCCN4CCOCC4)ccc3c(=O)c12,8,-4,-8,-11,i,-13,-0.5,8,i,4
Cn1c(S(=O)(=O)c2ccc([N+](=O)[O-])cc2)nc(Br)c1Br,-10,-6,13,-6,-5,4,0.7,6,1,-1
Cc1ccc(S(=O)(=O)Cc2ccc(C(=O)NC3CCCCCC3)o2)cc1,-9,-1,2,-11,-3,0,-0.1,0,5,4
CCOc1ccccc1/C=N/Nc1cc(C)nc2ccc(C)cc12,12,5,3,6,-91,-5,-1.2,1,-68,4
O=C(Cc1c(F)cccc1Cl)Nc1ccc(S(=O)(=O)NCC2CCCO2)cc1 (configuration not stated),3,-2,5,-10,6,11,0.5,4,0,-2
COC(=O)[C@]1(C)N[C@H](CN(C)C(=O)c2ccc(F)cc2)[C@@H]2C(=O)N(C)C(=O)[C@@H]21,1,4,19,8,-2,1,0.2,-8,0,-9
CCCOc1ccc(F)cc1-c1cc(C(=O)NCCOC)[nH]n1,-9,-13,2,2,3,-2,0.1,-2,3,2
CC(C)C[C@@H](CN)NC(=O)c1nc[nH]c1C(=O)N[C@@H](C)C(=O)CNC[C@H](C)NC(=O)c1nc[nH]c1C(=O)N[C@@H](C)C(=O)O,2,3,6,3,0,2,0.2,-5,0,9
CC[n+]1c(/C=C(\C)Nc2ccccc2)sc2ccccc21,1,5,2,8,-2,-1,0.0,6,2,-1
CC(C)(C)NC(=O)C1CCN(C(=O)c2ccco2)CC1,7,-2,0,8,-2,-1,0.1,3,3,0
COc1ccc(S(=O)(=O)N2CCCC(C(=O)Nc3cccc(C(C)=O)c3)C2)cc1 (configuration not stated),0,1,0,-28,2,-4,0.1,11,3,0
O=C(Nc1ccc(Cl)c(-c2nc3ccccc3[nH]2)c1)c1cccnc1,11,-3,1,-5,-3,-4,0.1,1,6,-5
O=C(COC(=O)c1cc(-c2cccs2)nc2ccccc12)NCc1ccco1,4,0,8,-7,i,-2,-41,-13,i,4
CCN(c1ccccc1)S(=O)(=O)c1cc2c3c(c1)CCN3C(=O)CC2,3,2,7,0,2,1,-0.2,-3,0,0
FC(F)Oc1ccc(N=C2SCC3CCCCN23)cc1 (configuration not stated),-3,7,1,2,-6,2,0.3,13,-2,-1
CCOC(=O)c1c(C)[nH]c(C)c1S(=O)(=O)N(C)CC(=O)Nc1ccccc1C,12,1,-3,-5,-5,1,0.4,2,0,3
O=C(Oc1ccc(Cl)c2cccnc12)N1CCCCC1,-12,4,-1,-4,-4,-1,0.1,2,-1,0
CCCCOCCCNC(=O)C[C@H]1C[C@@]2(C(=O)OC)C(=C[C@H](C(C)(C)C)O[C@@H]2C)N(Cc2ccc3c(c2)OCO3)C1=O,9,-1,4,9,1,7,-0.4,-2,4,-1

# Full records from above.
# Entry for FC(F)Oc1ccc(N=C2SCC3CCCCN23)cc1 (configuration not stated) = ARFGAP1 inh: -3; DDE Tn7 FP inh: 7; UHRF1 binding: 1; HGIII-sPLA2 inh: 2; PLCb3 inh: -6; DDE Tn6 FP inh: 2; KLK7 zymogen act: 0.3; ASAP1 GAP inh: 13; PLC-gamma1 inh: -2; NR1D1 modulator: -1
# Entry for O=C(COC(=O)c1cc(-c2cccs2)nc2ccccc12)NCc1ccco1 = ARFGAP1 inh: 4; DDE Tn7 FP inh: 0; UHRF1 binding: 8; HGIII-sPLA2 inh: -7; PLCb3 inh: i; DDE Tn6 FP inh: -2; KLK7 zymogen act: -41; ASAP1 GAP inh: -13; PLC-gamma1 inh: i; NR1D1 modulator: 4

# Only ASAP1 GAP inh, for some of the entries so far:
mol	ASAP1 GAP inh
CC(C)(C)NC(=O)C1CCN(C(=O)c2ccco2)CC1	3
FC(F)Oc1ccc(N=C2SCC3CCCCN23)cc1 (configuration not stated)	13
O=C(COC(=O)c1cc(-c2cccs2)nc2ccccc12)NCc1ccco1	-13
CCN(c1ccccc1)S(=O)(=O)c1cc2c3c(c1)CCN3C(=O)CC2	-3
CC(C)C[C@@H](CN)NC(=O)c1nc[nH]c1C(=O)N[C@@H](C)C(=O)CNC[C@H](C)NC(=O)c1nc[nH]c1C(=O)N[C@@H](C)C(=O)O	-5
COc1ccc(S(=O)(=O)N2CCCC(C(=O)Nc3cccc(C(C)=O)c3)C2)cc1 (configuration not stated)	11
O=C(Nc1ccc(Cl)c(-c2nc3ccccc3[nH]2)c1)c1cccnc1	1

# More compounds:
SMILES,ARFGAP1 inh,DDE Tn7 FP inh,UHRF1 binding,HGIII-sPLA2 inh,PLCb3 inh,DDE Tn6 FP inh,KLK7 zymogen act,ASAP1 GAP inh,PLC-gamma1 inh,NR1D1 modulator
Clc1ccc(CSc2nnc(CNc3cccc(Cl)c3)o2)cc1,18,-1,-1,-20,-4,1,0.2,16,-5,2
O=C(COc1ccccc1)NN1C(=O)CSC1=S,1,1,1,-2,-13,2,-0.1,1,-9,0
Cc1ccc(S(=O)(=O)CC(=O)N2CCN(c3ccc([N+](=O)[O-])cc3)CC2)cc1,-11,7,-4,-12,0,4,-0.3,2,-1,1
O=C(CCC(=O)N(c1ccc(F)cc1)C(C(=O)NC1CCCC1)c1ccncc1)Nc1cccnc1 (configuration not stated),0,0,2,6,6,-2,-0.2,9,3,-3
CCOc1ccc(C(c2c(NC(=O)c3ccccc3)sc(C)c2C)N2CCN(C)CC2)cc1 (configuration not stated),-1,-2,-2,-1,-41,-8,-4.0,-5,-34,0
COc1ccccc1-c1cc(C(=O)N2CCN(c3ccc(F)cc3)CC2)no1,1,-1,3,2,1,2,-0.1,12,2,3

# High-throughput results deposited in PubChem BioAssay by several laboratories.
